F508del corr: CFTR F508del correction in bronchial cells. CFBE cells, YFP halide quenching; stimulated with forskolin plus potentiator P3; % fluorescence drop versus neutral controls. activity (quench increase), % at 7.58 µM. 350,000 tested, 0.36% active;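 active = mean added fluorescence quench of at least 8% versus neutral control, with both replicates also reaching 8%; inconclusive = only one of the mean or replicate conditions met; inactive = mean below 8% and not both replicates reaching 8%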;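 also: cells transiently co-express mutant CFTR-F508del with the halide-sensitive YFP; corrector assay measuring rescue of mutant channel to the surface after 24 h compound exposure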
miR122 inh: miR-122 inhibition in Huh7 cells | Huh7 miR-122 Renilla luciferase sensor, 48 h; neutral wells = 0, positive control = 100 | activation (reporter increase), % at 12.5 µM | 340,000 tested, 0.3% active | AID 602342;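 active = mean replicate activation score at least 90 and every replicate individually at or above 90; inconclusive = only one of the two criteria met; inactive = neither criterion met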;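 also: higher luciferase means less miR-122 activity so hits act as miR-122 inhibitors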
PGC1a acetyl inh: PGC1a acetylation modulation, inhibitor mode. U2OS PGC1a acetylation, AlphaScreen anti-acetyl-lysine; with virally co-expressed GCN5 acetyltransferase. inhibition, % at 15.6 µM. 350,000 tested, 0.17% active;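 active = every replicate shows inhibition of at least 40%; inconclusive = mean inhibition at least 40% but some replicate below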;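 also: 0% = neutral control wells and 100% = positive control wells; some results beyond the cut were filed as inactive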
Cneo AK release: causes C. neoformans cell lysis | adenylate kinase release luminescence, 4 h; normalised: neutral wells 0, clomiphene wells 100 | lysis activity, % at 15 µM | 360,000 tested, 0.2% active;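 active = mean lysis activity across replicates of at least 80%, whatever share of replicates individually reach that level; inactive = mean lysis activity below 80%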
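Assay system: log-phase C. neoformans yeast / Quantity: yeast cell density of 5 × 10^6 cells/mL / Medium: fresh YPD growth medium / Compound: single dose / Timing: static 4 h at 37 °C with compound, 1 h detection / Measured by: adenylate kinase release luminescence / Read-out: lysis from increased AK signal / Benchmarks: Clomiphene as positive lysis control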
FN deposition inh: fibronectin deposition inhibition; AH1F fibroblasts, Alexa488-fibronectin deposition fluorescence, overnight; inhibition, % at 12.6 µM; 350,000 tested, 0.086% active; AID 743247;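 active = mean inhibition across replicates of 30% or more, regardless of how many single replicates reach that level; inconclusive = mean under 30% yet at least half of replicates reach 30%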;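 also: positive control wells lacked labelled fibronectin entirely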
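test system = AH1F fibroblasts assembling fluorescent fibronectin matrix | quantity = 10000 AH1F cells per well | buffer or medium = DMEM plus 2% serum, read in PBS | doses = single dose, pinned | incubation = 1 h cell attachment, overnight exposure to compound and label | detection = fluorescence at 485 nm excitation, 525 nm emission | read-out basis = inhibition from reduced deposited-fibronectin fluorescence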
GSIS activator: primary screen for activators of insulin secretion dependent on glucose, INS-1E cells, GLuc reporter luminescence | INS-1E GLuc reporter insulin secretion, 2-3 h | activation, % at 16.6 µM | 370,000 tested, 0.61% active;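 active = lowest replicate activation of at least 40%, so every replicate reaches that level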;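 also: 0% = median of neutral control wells and 100% = median of IBMX positive control wells; some compounds called inactive have numbers as strong as hits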
PglD DTNB: inhibitors of Campylobacter jejuni PglD acetyltransferase. purified PglD enzyme, DTNB colorimetric CoA detection. inhibition, % at 12.5 µM. 360,000 tested, 0.098% active. AID 602405; in the data active = inhibition above about 16%, passing the limit was not always enough; inconclusive = no clear call, values can overlap the other calls; also: strong numbers were not always called active
Statin myotox sup: protects C2C12 myotubes from simvastatin toxicity; rescue of ATP level, % at 7.49 µM; AID 602340; ATP luminescence, 48 h; scaled: DMSO 0, geranylgeraniol control 100; 330,000 tested, 0.78% active;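 active = mean ATP rescue above about 67%, or every replicate alone reaching that limit, limit read from the data, passing the limit was not always enough; inconclusive = no clear call, values can overlap the other calls; inactive = mean under the limit and some replicate under it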;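 also: myotubes were challenged with 10 µM simvastatin during compound exposure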
Active calls of the source: *; ? = inconclusive; . = no result given; [ ] = another dose, or the depositor's remark. Outcome played no part in choosing rows. About 2.1% of those tested had a hit in this group.

SMILES	F508del corr	miR122 inh	PGC1a acetyl inh	Cneo AK release	FN deposition inh	GSIS activator	PglD DTNB	Statin myotox sup
O=C(NCc1ccc(Cl)cc1)c1ccc(NC(=O)C2CCCO2)cc1 (stereo not given)	0.9	-1	-2	-3	1	-8	4	10
Cc1nc(N/N=C/c2cccc([N+](=O)[O-])c2)cc(N2CCCCC2)n1	-0.9	0	4	-1	7	-34	0	-1
CCN=C(NC#N)SCc1c(F)cccc1Cl	.	-8	.	3	2	10	1	.
Cc1ccc2[nH]c3c(c2c1)CCN1C(=O)OC(C)(C)C31C (stereo not given)	0.1	.	-6	.	-6	5	.	.
COc1ccc(Br)cc1CNC(=O)CCc1nc(-c2ccc(C)cc2)no1	.	1	-16	2	.	-18	-2	.
CN(C(=O)c1cccc(NC(=O)Cc2ccc(NC(=O)C3CCCN(C(=O)c4ccccc4)C3)cc2)c1)C1CCCCC1 (stereo not given)	0.9	1	1	2	0	-7	0	3
CC(=O)N1CCOc2ccc(S(=O)(=O)NCc3ccc(F)cc3)cc21	-3.6	34	-1	-1	4	0	-12	0
CC1CCN(C(=O)c2[nH]cnc2C(=O)NC2CCN(C(=O)OC(C)(C)C)CC2)CC1	0.2	-1	-1	1	-2	-8	-4	21
C[C@H]1CN([C@@H](C)CO)S(=O)(=O)c2ccc(C#Cc3cccnc3)cc2O[C@H]1CN(C)C(=O)Nc1ccc2c(c1)OCO2	2.9	-4[16.7 µM]	-2	-1	.	-21	1	-48
Cc1ccc2c(c1)C(=O)c1ccccc1CS2=O (stereo not given)	.	-3	4	2	.	-5	-3	.
CC1CN(C(=O)C(C)OC(=O)c2ccc3ncsc3c2)CC(C)O1 (stereo not given)	-2.8	-7	0	0	5	25	5	9
CCOC(=O)c1nn(-c2ccccc2)c(C#N)c1NC(=O)c1nn(CC)cc1Br	.	-7	-16	1	.	.	3	-28
Cc1c(-c2cccs2)[n+](=O)c2c(n1[O-])CCCCC2	.	-2	7	0	7	.	-1	6
O=C(C1CC1)N1CCN(c2ccc(O)cc2)CC1	0.9	1	.	3	8	7	-4	31
O=[N+]([O-])c1ccc(N2CCSCC2)cc1O	-1.9	-4	0	-2	15	.	-4	2
COc1ccc(C)cc1NC(=O)C(Sc1nncn1C)c1ccccc1 (stereo not given)	-4.2	-10	.	1	8	11	2	8
COc1ccc(NC(=O)Nc2ccc3c(c2)C(=O)N([C@@H](C)CO)C[C@@H](C)[C@@H](CN(C)C(=O)Nc2ccc(OC)cc2)OCCCC[C@@H](C)O3)cc1	2.5	4[16.7 µM]	-9	-2	-12	-17	2	.
CCOc1cc(N2CCOCC2)c(OCC)cc1NC(=O)c1ccc(OC)cc1	2.5	-10	-2	-10	2	-2	0	-6
N#C[C@H]1N[C@H](CO)[C@H]1c1ccc(-c2ccccc2F)cc1	-1.6	.	11	-1	-4	13	1	0
CO[C@@H]1CN(C)C(=O)c2cc(NC(=O)NC3CCCCC3)ccc2OC[C@H](C)N(C)C[C@@H]1C	-0.6	.	5	-9	6	6	-1	-3
CC(C)NC(=O)N(C)C[C@H]1Oc2ncc(C#Cc3ccccc3F)cc2C(=O)N([C@H](C)CO)C[C@@H]1C	-0.8	-14[16.7 µM]	0	-3	2	0	1	15
CCOC(=O)Cn1c(CN2CC(C)OC(C)C2)nc2c1c(=O)n(C)c(=O)n2C (stereo not given)	-0.9	-5	8	-1	-7	-2	0	7
COc1cc(/C=C(\C#N)C(=O)NCC2CCCO2)c([N+](=O)[O-])cc1OC (stereo not given)	.	4	13	-2	2	.	1	19
CCC(=O)N(C)C[C@@H]1Oc2cc(C#Cc3cccnc3)ccc2S(=O)(=O)N([C@@H](C)CO)C[C@@H]1C	-1.0	-1[16.7 µM]	12	0	.	13	0	-1
C[C@@H]1CCCCO[C@H](CN(C)S(C)(=O)=O)[C@@H](C)CN([C@H](C)CO)C(=O)c2cc(NC(=O)CCC(F)(F)F)ccc2O1	1.7	13[16.7 µM]	16	0	.	1	0	0
SMILES	F508del corr	miR122 inh	PGC1a acetyl inh	Cneo AK release	FN deposition inh	GSIS activator	PglD DTNB	Statin myotox sup
O=C(NC1CC(=O)c2sccc21)c1cccc(C(F)(F)F)c1 (stereo not given)	0.3	10	2	-1	-3	-7	1	-5
CCCNC(=O)N1[C@H](C#N)[C@@H](c2ccccc2-c2ccccc2)[C@@H]1CO	-0.4	.	7	.	-7	8	.	.
COC(=O)c1ccc2nccnc2c1	-2.5	2	.	-3	1	7	-11	2
C[C@H](CO)N1C[C@H](C)[C@@H](CN(C)Cc2cccc(C(F)(F)F)c2)OCc2cn(nn2)CCCC1=O	-3.8	1[16.7 µM]	-4	-1	7	-3	-2	-9
O=C(OCC(=O)N1CCCCCC1)c1ccc(Cl)c(S(=O)(=O)N2CCCC2)c1	-1.0	4	3	-3	-1	-9	1	1
COc1ccc(NC(=O)c2cc(-c3ccccc3)on2)cc1OC	1.4	-3	.	-2	-7	8	-5	11
CN(CC(=O)Nc1ccc(F)cc1)C(=O)CSc1ncccn1	1.6	-2	.	-1	.	-3	0	-14
Cc1ccc(-c2c[n+](CC(=O)Nc3c(C)cccc3C)c3n2CCC3)cc1	0.0	-3	-14	2	6	14	-3	.
CCC1(C)Cc2ccccc2-c2nc(NCCCO)n(C)c(=O)c21 (stereo not given)	-0.2	0	-1	-2	-3	.	-2	.
O=C(COc1ccc(S(=O)(=O)NCc2ccccc2)cc1)NCC1CCCO1 (stereo not given)	.	-1	5	0	.	.	-3	3
N#CCc1ccc(NC(=O)c2ccc(CN3CCc4ccccc4C3)cc2)cc1	1.5	3	.	-1	1	-7	6	-4
O=C(C[C@@H]1CC[C@H]2NC[C@H](O)COC[C@@H]2O1)NCc1ccc(Oc2ccccc2)cc1	-0.9	2[16.7 µM]	-3	2	-7	5	3	17
CC1C(C)N(C(=O)CCl)c2ccccc2N1C(=O)CCl (stereo not given)	3.4	-8	11	-1	4	-4	-1	-5
Cc1ccccc1N1CC(O)(c2ccccc2)[N+]2=C1SCC2 (stereo not given)	.	-6	6	-3	-4	-21	3	.
O=C(c1cccc(F)c1)N1C[C@H]2[C@@H](c3ccccc31)[C@@H](CO)N2C(=O)c1cccc(F)c1	0.1	70[16.7 µM]	3	0	16	-1	3	-5
CCOC(=O)c1cccc(NC(=O)CCNS(=O)(=O)c2cccc3nonc23)c1	-0.7	-3	-2	0	3	-7	-2	0
CCCS(=O)(=O)c1c(S(=O)(=O)CCC)c2c(N)cccn2c1C(=O)c1ccc(Br)cc1	.	0	16	-2	.	.	-2	30
CC(=O)Nc1ccc(NC(=O)c2ccccc2N(C)S(C)(=O)=O)cc1	.	-4	13	.	-1	3	.	-2
CC(=O)c1cccc(Nc2nc(-c3ccccc3)nc3ccccc23)c1	-0.4	4	-10	1	16	6	-1	-18
CCOc1ccc(/C=C/C(=O)OCC(=O)NCCc2ccc(OCC)c(OCC)c2)cc1OC	-6.3	0	-5	5	4	15	6	56
C[C@H](CO)N1C[C@H](C)[C@@H](CN(C)S(=O)(=O)c2ccc(F)cc2)Oc2ccc(NC(=O)Nc3cccc4ccccc34)cc2C1=O	0.0	-6[16.7 µM]	5	5	.	1	1	42
Cc1ccc(-n2nnc3c(=O)n(CC(=O)N4CCCC4)cnc32)cc1	-0.4	-3	8	.	.	-2	.	.
O=C(Nc1ccc2c(c1)OCO2)N[C@H]1CC[C@H](CC(=O)N2CCN(c3ccccc3)CC2)O[C@H]1CO	-3.2	.	9	1	9	14	8	-20
Cc1ccc(-c2nn(C)c(=O)c3ccccc23)cc1S(=O)(=O)NCCN(C)C	-0.1	7	?	.	4	34	.	.
O=C(CSc1nnc2c(Cl)cc(C(F)(F)F)cn12)Nc1ccc2c(c1)OCO2	.	0	16	-1	-7	.	7	6
SMILES	F508del corr	miR122 inh	PGC1a acetyl inh	Cneo AK release	FN deposition inh	GSIS activator	PglD DTNB	Statin myotox sup
CS(=O)(=O)N1CCCC(C(=O)NCCCN2CCOCC2)C1 (stereo not given)	0.0	.	1	2	.	12	1	9
CCCC#Cc1cnc2c(c1)C(=O)N([C@H](C)CO)C[C@H](C)[C@@H](CN(C)C(=O)Nc1ccccc1F)O2	3.1	5[16.7 µM]	7	8	.	-22	-1	17
CS(=O)(=O)C1=C(O)C(=O)N(c2ccccc2)C1c1ccccc1 (stereo not given)	.	-4	-14	0	.	.	-4	.
Fc1ccc(-c2nc3ccc(Br)cn3c2Cc2ccccc2C(F)(F)F)cc1	-1.6	-3	-2	0	15	-3	-1	19
O=C(Nc1ccccn1)c1sc2cc([N+](=O)[O-])ccc2c1Cl	2.2	2	3	5	-2	.	9	10
COc1ccc(NC(=O)CCNS(=O)(=O)c2ccc3c(c2)c(=O)n(C)c(=O)n3C)cc1OC	-0.1	.	-4	.	0	6	.	.
CC(C)C(=O)O/N=C1\CCS(=O)(=O)c2sccc21	-0.4	.	-6	.	-2	7	.	.
C[C@@H]1CN([C@H](C)CO)C(=O)c2cc(NC(=O)c3ccncc3)ccc2O[C@@H](C)CCCCO[C@@H]1CN(C)Cc1ccc2c(c1)OCO2	0.3	0[16.7 µM]	-4	0	-1	-13	-1	.
Cc1cc(=O)oc2cc(OCC3CC(c4ccccc4Cl)=NO3)ccc12 (stereo not given)	.	46	-10	-4	-8	-25	-5	-88
CCCn1c(N)c(C(=O)COC(=O)/C=C/c2ccc(OC(F)F)c(OC)c2)c(=O)[nH]c1=O	0.7	.	-2	-1	-2	19	-1	2
Cc1cccc(Nc2nnc(SCC(O)=C(C#N)c3nc4ccccc4[nH]3)s2)c1	1.9	1	-3	.	-5	18	.	.
COC(=O)C[C@@H]1CC[C@H]2[C@H](COc3ccc(NC(=O)C4CCOCC4)cc3C(=O)N2C)O1	-0.2	50[16.7 µM]	5	.	1	5	.	-9
Cc1c(C(=O)N2CCC2)oc2ccc(Cl)cc12	-1.3	-10	-10	-2	0	13	-2	-2
O=C(CCCn1c(=O)[nH]c2ccc(Br)cc2c1=O)NCc1ccc(Cl)cc1	3.6	0	-8	.	-2	17	.	11
S=C(c1ccc(-c2ccccc2Cl)o1)N1CCOCC1	.	-3	11	-2	.	.	2	78*
Cc1nc2ccccn2c1C(=O)NN=C1CCN(C)CC1	-0.3	.	-22	.	0	2	.	.

Sorted by value in GSIS activator (largest number first): 3 from the list above
canonical_smiles	GSIS activator
CCCn1c(N)c(C(=O)COC(=O)/C=C/c2ccc(OC(F)F)c(OC)c2)c(=O)[nH]c1=O	19
Cc1cccc(Nc2nnc(SCC(O)=C(C#N)c3nc4ccccc4[nH]3)s2)c1	18
CCCC#Cc1cnc2c(c1)C(=O)N([C@H](C)CO)C[C@H](C)[C@@H](CN(C)C(=O)Nc1ccccc1F)O2	-22

Full records as entered above.
Shown for `CC(=O)Nc1ccc(NC(=O)c2ccccc2N(C)S(C)(=O)=O)cc1` = F508del corr = .; miR122 inh = -4; PGC1a acetyl inh = 13; Cneo AK release = .; FN deposition inh = -1; GSIS activator = 3; PglD DTNB = .; Statin myotox sup = -2
Shown for `COc1ccc(NC(=O)CCNS(=O)(=O)c2ccc3c(c2)c(=O)n(C)c(=O)n3C)cc1OC` = F508del corr = -0.1; miR122 inh = .; PGC1a acetyl inh = -4; Cneo AK release = .; FN deposition inh = 0; GSIS activator = 6; PglD DTNB = .; Statin myotox sup = .

Screening results: PubChem, Broad Institute
